14-3-3 PPI – alters human 14-3-3 gamma binding to Raf peptide; P61981; inhibition, % at 40 µM; AID 422; FP, 14-3-3gamma / TMR-pS259-Raf peptide binding; 160,000 tested, 0.19% active; in the data active = inhibition above about 30%;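 also: 0% = protein plus tracer without compound and 100% = blank with tracer alone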
Target sequence (P61981 whole entry, looked up): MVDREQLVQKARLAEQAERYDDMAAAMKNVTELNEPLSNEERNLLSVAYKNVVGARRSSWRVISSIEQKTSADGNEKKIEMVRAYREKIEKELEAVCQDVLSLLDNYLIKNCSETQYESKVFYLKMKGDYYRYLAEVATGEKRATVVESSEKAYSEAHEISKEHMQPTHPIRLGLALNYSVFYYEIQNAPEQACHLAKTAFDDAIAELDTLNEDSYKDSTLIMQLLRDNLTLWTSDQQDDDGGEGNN
Numbers without * were called inactive; & = joins results of further samples. This is a subset. The share of hits here may be higher or lower than overall.

structure,14-3-3 PPI
COc1ccc(OCC(=O)Nc2ccc(-c3nc4ccccc4[nH]3)cc2)cc1,-44.0
CCC12CN(C(C)=O)CC(CC)(CN(C(C)=O)C1)C2=O,-4.1
CC(=O)Nc1nc(C)c(-c2csc(Nc3cccc(C(C)=O)c3)n2)s1,-5.4
O=C(Cn1cnc2sc3c(c2c1=O)CCCC3)NCCCC(=O)N1CCOCC1,-4.7
CCN(CC)CCCNC(=O)Cn1cc2c(n1)CCC(C)C2 (centres undefined),-2.9
O=C1CCCN1c1ccc(C(=O)n2ccnc2)cc1,-8.5
CCC(=O)N1CCc2cc(S(=O)(=O)CCC(=O)N3CCN(c4ncccn4)CC3)ccc21,3.4
CC1(C)C(=O)Nc2ccccc2N1C(=O)CN1C(=O)c2ccccc2C1=O,-10.7
CCOC(=O)C(=O)Nc1ccc(OCC)cc1,-1.6
NC1=NC(=O)CC(C(=O)Nc2cccc([N+](=O)[O-])c2)S1 (centres undefined),7.7
Cc1ccc(S(=O)(=O)NCC(=O)N(CCc2ccccc2)CC(=O)NCc2ccco2)cc1,0.2
CCOC(=O)c1c(NC(=O)c2ccc(C(=O)OC)cc2)sc2c1CCCC2,1.6
COc1cccc(OC)c1C(=O)Nc1ccc(S(=O)(=O)Nc2cc(C)nc(C)n2)cc1,1.1
COC(=O)c1sc(=S)n(-c2ccc(OC)cc2OC)c1N,-5.3
CC(C)CCNC(=O)c1ccc2c(c1)N(Cc1ccc(F)cc1)C(=O)CS2,6.1
COc1ccc(C(=O)CC2(O)C(=O)Nc3ccc(C)cc32)c(OC)c1 (centres undefined),-8.0
CC(=O)NC1=NN(C(C)=O)C(C)(c2ccc(Br)cc2)S1 (centres undefined),-1.7
COC(=O)C1C(=O)C2=C(CC1C)NC(C)=C(C(=O)OCc1ccc(OC)cc1)C2c1ccc(C)s1 (centres undefined),-11.5
O=C(Cn1nnc(-c2ccccc2)n1)NCc1ccc2c(c1)OCO2,1.1
COc1ccc(C(c2c[nH]c3ccccc23)c2c[nH]c3ccccc23)c2ccccc12,-22.2
Cc1c(Cl)c([N+](=O)[O-])nn1CCCC(=O)NCCc1ccccc1,-23.7
COC(=O)C1=C(C)NC(=O)C1(Nc1nccs1)C(F)(F)F (centres undefined),0.5
CCOC(=O)c1c(NC(=O)NCc2ccccc2)sc2c1CCC2,-4.9
CCOc1ccc(N=c2scc(-c3ccc([N+](=O)[O-])cc3)n2CCO)cc1,-1.4
CCOC(=O)N1CCC(N2Cc3cccc(C(=O)NCc4ccc(C)cc4)c3C2=O)CC1,-4.8
Clc1ccc(Cc2nnc(-c3ccccc3Br)o2)cc1,-7.5
Cc1cc2ccccc2n1CCNC(=O)c1ccc(Br)o1,-3.7
COc1cccc(C2CC(c3ccc(F)cc3)Nc3ncnn32)c1OC (centres undefined),1.3
Cc1nc(C)c(-c2csc(Nc3cccc([N+](=O)[O-])c3)n2)s1,6.3
CCc1ccc(NC(=O)C(CC)Sc2nc3ccsc3c(=O)n2C2CC2)cc1 (centres undefined),-3.8
CCOc1cccc(NC(=O)CC#N)c1,1.4
C=CCC(CC=C)(NC(=O)c1ccccc1C)c1ccccc1,15.9
COc1ccc(Cl)cc1C(=O)Nc1cc2nn(-c3ccc(C)cc3)nc2cc1C,4.9
Cc1ccccc1-n1c(C)nnc1SCC(=O)NCC1CCCO1 (centres undefined),-5.1
Cc1nc(Cl)c2oc3ccccc3c2n1,-1.3
Cc1nn2c(N3CCCC3)cc(C(C)C)nc2c1-c1ccccc1,-1.3
CCCN(CCC)S(=O)(=O)c1ccc2c(c1)CC(C)N2C(C)=O (centres undefined),1.4
Cc1ccc(C23CC4CC(CC(NC(=O)Nc5nc6ccccc6s5)(C4)C2)C3)cc1,1.4
CCOC(=O)c1cnc2c(C)cc(C)cc2c1NCCCO,-7.4
CCC1c2ccc(C)n2CCN1C(=O)Nc1ccccc1C(=O)OC (centres undefined),2.4
CCC(=O)Nc1nc(-c2ccc([N+](=O)[O-])cc2)cs1,-5.3
NC(=O)CN1C(C(=O)c2ccccc2)=C(N2CCOCC2)c2ccccc2S1(=O)=O,-6.6
O=C(Cn1c(=S)[nH]c2ccccc2c1=O)NC12CC3CC(CC(C3)C1)C2,-1.1
O=C1C2C3C=CC(C3)C2C(=O)N1c1ccc(NCCC2=CCCCC2)c([N+](=O)[O-])c1 (centres undefined),0.0
CCOC(=O)C1/C(=N\O)CC(C)(O)C(C(=O)OCC)C1c1ccc(OC)c(OC)c1 (centres undefined),-1.3
COc1ccc(NC(=O)C2CCC(C)(C(=O)O)C2(C)C)cc1 (centres undefined),-4.5
COc1ccc(-c2nnc(SCC(=O)OC3CCCCC3)o2)cc1OC,-0.4
CCOC(=O)CCCCC(=O)c1[nH]c(=O)[nH]c1CSc1nc(-c2ccccc2)c(C#N)c(=O)[nH]1,1.4
COc1ccc2c(c1)-c1nc(NC(=O)c3ccco3)sc1CC2,-4.9
O=C(C(c1ccccc1)N1CCOCC1)N1CCOCC1 (centres undefined),1.1
CCOCCCNC(=O)c1ccccc1SCC,3.0
CC(=O)c1c(N2CCCCC2)nc(=O)n(-c2ccccc2)c1C,-2.4
CC(=O)c1c(C)oc2c1cc(OC(=O)c1ccccc1)c1ccccc12,6.2
O=C(CSc1ccc2ccccc2n1)NCc1ccco1,-9.1
O=C(OCC(=O)N1CCOCC1)c1ccccc1SCC(=O)N1CCCC1,-9.2
CSc1ccccc1N1C(=O)C2C3C=CC(C3)C2C1=O (centres undefined),-5.1
C=CCn1c(CNC(=O)CC)nc2ccccc21,-7.9
Cc1cc(=O)n2nc(N3CCC(C(=O)NCc4cccnc4)CC3)sc2n1,-11.7
COc1ccc(Br)cc1C=Nc1ccccc1Br,-11.1
CCOc1ccccc1OCC(=O)Nc1nnc(COC)s1,-7.3

Brought forward from above: 3 compounds, then new ones.
structure,14-3-3 PPI
Cc1cc(=O)n2nc(N3CCC(C(=O)NCc4cccnc4)CC3)sc2n1,-11.7
COc1ccc(Br)cc1C=Nc1ccccc1Br,-11.1
CCOc1ccccc1OCC(=O)Nc1nnc(COC)s1,-7.3
CN(C)c1ccc(-c2nc3ccccc3n2CCOc2ccccc2)cc1,-2.6
CCOc1ccc(N/C(=N/c2nc(C)cc(C)n2)NC(=O)CC)cc1,1.9
Cc1ccc(NC(=O)C2C3NC(=O)NC2(C)Oc2ccc(C)cc23)c(C)c1 (centres undefined),-1.2
Nc1nnc2c(n1)-c1ccccc1C2=O,-2.0
OCCNc1ncnc2c1c(-c1ccccc1)c(-c1ccccc1)n2Cc1ccco1,-8.2&4.9
COc1cccc(C2CC(c3ccc(Cl)cc3)Nc3ncnn32)c1OC (centres undefined),4.5
CCC(CO)Nc1ncnc2c1cnn2-c1ccc(Cl)cc1 (centres undefined),-3.9
CC(Cl)=CCSc1nc2c(c(=O)[nH]c(=O)n2C)n1Cc1ccc(C)cc1,-2.6
CCCCOc1ccc(S(=O)(=O)N2CCC(C(N)=O)CC2)cc1,6.3
CN(C)c1ccc(-c2nnc(-c3ccc(S(=O)(=O)C(F)F)cc3)o2)cc1,-5.1
CCCCNC(=O)CSc1nc2ccccc2c(=O)n1C1CCCC1,-2.3&-4.5
COc1ccc(C2C(C(=O)NC(C)C)c3ccccc3C(=O)N2C)cc1 (centres undefined),-7.6
N#CC(NC(=O)c1ccccc1Cl)c1ccc(Cl)cc1 (centres undefined),-3.4
Cc1c(NC(=O)c2ccc(OCc3ccccc3)cc2)cccc1-c1nc2ncccc2o1,-30.9
O=C(O)c1ccc(CSc2nnnn2-c2cccc(O)c2)cc1,-13.0
CCOC(=O)C1=C(C)NC2=C(C(=O)C(C(=O)OC)C(C)C2)C1c1ccc(O)c(OCC)c1 (centres undefined),5.1
CSc1nc2c(c(=O)[nH]1)C(c1cccc(O)c1)C1=C(CCCC1=O)N2 (centres undefined),-10.4
COc1ccc2c(c1)CCc1c(C(=O)Nc3ccccc3SC)noc1-2,-2.5
Cn1c(=O)c2ccccc2n(Cc2ccccc2F)c1=O,-10.2
Cc1ccc(CSc2nc3cc(C(=O)NCc4ccco4)ccc3c(=O)n2-c2ccc(F)cc2)cc1,-8.3
O=C(c1ccc2c(=O)n(Cc3ccccc3)c(=S)[nH]c2c1)N1CCc2ccccc2C1,0.5
COC(=O)C1C(=O)C2=C(CC1C)NC(C)=C(C(=O)OC1CCCCC1)C2c1ccc(C)s1 (centres undefined),0.6
Cc1cc2c(cc1C)N(Cc1ccccc1)C1=NCCCN12,-2.1
Cc1ccc(Nc2cc(N3CCCCCC3)c3nonc3c2[N+](=O)[O-])cc1C,-0.8
COc1ccc(-c2cnnn2-c2ccc(NC(=O)c3ccc4c(c3)OCO4)cc2)cc1,-8.7
O=C1CCCc2oc3c(Cl)cc(NS(=O)(=O)c4ccc(Br)cc4)cc3c21,-7.3
Cn1c(Cc2ccccc2)nnc1SCC(=O)Nc1ccccc1N1CCOCC1,-7.6
COc1ccc(NC(=O)c2ccc(N3CC4CC(C3)c3cccc(=O)n3C4)c(NC(=O)c3cccc(C(F)(F)F)c3)c2)cc1Cl (centres undefined),-5.8
CCOC(=O)c1c(C)oc2c1c(C(c1ccncc1)N1CCCCC1)c(O)c1ccccc12 (centres undefined),-8.1
Cc1ccc2cccc(SCC(=O)N3CCOCC3)c2n1,-1.6
CC1(c2ccccc2)NC(=O)N(CCN2C(=O)c3ccccc3C2=O)C1=O (centres undefined),-5.2
O=C(C1CCN(S(=O)(=O)c2cccc3nsnc23)CC1)N1CCN(Cc2ccc3c(c2)OCO3)CC1,3.4
COC(=O)CSc1nc2c(c(-c3ccco3)c1C#N)CCCC2,-26.7
CCOC(=O)C1=CN(c2cc(C)cc(C)c2)C=C(C(=O)OCC)C1c1ccsc1,-0.1
O=C(O)CCCN(Cc1ccc(Cl)cc1)S(=O)(=O)c1ccc(F)cc1,2.2
NC(=O)c1sc2nc(-c3cccs3)cc(-c3cccs3)c2c1N,-7.3
CCN1CCN(c2ncc(C(=O)Nc3cc(Cl)c(OC)cc3OC)c3ccccc23)CC1,-7.0
CCc1ccc(NC(=O)CCS(=O)(=O)c2ccc(Cl)cc2)cc1,-9.9
Cc1ccc(C(=O)NCCn2c(C)cc3ccccc32)cc1C,-0.4
COc1ccccc1N=CC=C1OC(C)(C)C(C)(C)O1,-3.0
C=CCn1c(SCC(=O)Nc2ccccc2C)nnc1-c1ccncc1,-3.1
Cc1ccc(NC(=O)CCNS(=O)(=O)c2cccc3nonc23)cc1F,-9.4
COc1ccc(C=Cc2ccc(OC)cc2)cc1,0.4
O=C(CCCn1c(=O)c2sccc2n(Cc2ccc(F)cc2)c1=O)NCc1ccco1,-5.4
C=CCN(CC=C)C(=O)C[n+]1ccc(C(N)=O)cc1,40.0*
O=S(=O)(c1cccs1)N1CCN(c2ccccc2)CC1,-14.1
COc1ccc(C2C(C(=O)Nc3ccc(C)c(F)c3)CCC(=O)N2c2ccc3c(c2)OCO3)cc1 (centres undefined),-2.0
O=C(Nc1ccc(Br)cn1)c1cc2nc(-c3cccs3)cc(C(F)(F)F)n2n1,-6.8
CCC(C(=O)Nc1c2c(nn1-c1ccc(F)cc1)CS(=O)(=O)C2)c1ccccc1 (centres undefined),-2.4
Cc1onc(-c2c(Cl)cccc2Cl)c1C(=O)Nc1ccc2c(c1)OCCO2,-2.5
CCCCCC(C)n1[nH]c(=O)c2c(C)cc(C)nc21 (centres undefined),6.3
Cc1ccc2nc(SCC(=O)Nc3ccc4c(c3)C(=O)c3ccccc3C4=O)[nH]c2c1,-31.4
COCCCn1c(=N)c(C(=O)NCC2CCCO2)cc2c(=O)n3cccc(C)c3nc21 (centres undefined),6.2&-6.4
CCOC(=O)N1CCC(NC(=O)CN2C(=O)CCSc3ccccc32)CC1,-6.2
O=[N+]([O-])c1cccc(N2COc3ccc(Cl)cc3C2)c1,-2.3
Cc1cc(C)c(S(=O)(=O)NCc2ccc(C(=O)NCc3ccccc3Cl)cc2)c(C)c1,-4.4
O=C(NC1CCCCC1)c1ccc(CNc2nc(=S)[nH]c3ccccc23)cc1,-11.3
COc1cc(C2CC(=O)NC3=C2C(=O)CC(C)(C)C3)ccc1O (centres undefined),-7.8
Brc1ccc(C2=Nn3c(nnc3-c3cccnc3)SC2)s1,2.0&-15.7
Cc1nn(-c2ccccc2)c(C)c1Sc1ccccc1,-9.1

(further entries)
structure,14-3-3 PPI
O=P(O)(O)c1ccccc1OCCCCCOc1ccccc1P(=O)(O)O,1.2
CCOC(=O)C1C(C#N)=C(N)OC(C)=C1c1ccncc1 (centres undefined),4.0
CC12CC(NC(=O)N1c1ccc(F)cc1)c1cc(Cl)ccc1O2 (centres undefined),-5.9
O=C(COc1ccc(Br)cc1)N1CCCCCC1,0.9

Laid out differently: entries from further up
SMILES: COc1cccc(C2CC(c3ccc(Cl)cc3)Nc3ncnn32)c1OC (centres undefined)
- 14-3-3 PPI = 4.5

SMILES: CCC(CO)Nc1ncnc2c1cnn2-c1ccc(Cl)cc1 (centres undefined)
- 14-3-3 PPI = -3.9

SMILES: CC(Cl)=CCSc1nc2c(c(=O)[nH]c(=O)n2C)n1Cc1ccc(C)cc1
- 14-3-3 PPI = -2.6

SMILES: CCCCOc1ccc(S(=O)(=O)N2CCC(C(N)=O)CC2)cc1
- 14-3-3 PPI = 6.3

High-throughput results: PubChem, Emory University Molecular Libraries Screening Center
